ERG Ets-DNA blk: inhibitors of human ERG Ets domain-DNA interaction; P11308; fluorescence polarization, His-ERG Ets domain / labelled DNA; Potency, µM (series often up to 76.9 µM), for inactives: at the highest dose FP activity, negative = inhibition, actives largely listed as inhibitors; 370,000 tested, 0.028% active; AID 624246; active means well fitted inhibition curve with a large enough effect in the polarisation, with a control signal flat; inconclusive means small, poorly fitted or top-dose-only effect, or effect the other way, or a change in a side signal; inactive means no such curve, though single readings can be large or run the other way; the % refers to the polarisation;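 further: polarization taken with two DNA probes labelled with fluorescein and Texas red; potency means the concentration at half of the fitted maximal effect; % of control where 0% means no effect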
Target sequence (P11308 whole entry, looked up, the tested form may be a part): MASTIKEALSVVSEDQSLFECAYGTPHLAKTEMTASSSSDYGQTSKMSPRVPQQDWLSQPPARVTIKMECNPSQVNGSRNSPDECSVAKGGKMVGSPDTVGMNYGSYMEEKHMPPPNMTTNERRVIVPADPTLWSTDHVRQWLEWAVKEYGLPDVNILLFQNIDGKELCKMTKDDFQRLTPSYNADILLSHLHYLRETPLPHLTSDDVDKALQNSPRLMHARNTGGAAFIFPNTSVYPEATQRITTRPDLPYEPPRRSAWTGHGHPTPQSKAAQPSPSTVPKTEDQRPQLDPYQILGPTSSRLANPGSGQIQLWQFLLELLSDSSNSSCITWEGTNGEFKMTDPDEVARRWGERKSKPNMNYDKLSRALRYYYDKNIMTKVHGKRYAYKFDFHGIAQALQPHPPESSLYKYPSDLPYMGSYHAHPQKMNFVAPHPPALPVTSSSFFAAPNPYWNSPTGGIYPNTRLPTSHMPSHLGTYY
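His-tagged ERG Ets domain (1 uM in the protein solution; 300mM KCl, 50mM Tris-HCl, 1mM EDTA, 1mM DTT, pH 7.5) received compound, then a probe mix of 5 nM fluorescein-DNA and 100nM Texas-615-DNA. Fluorescence polarization was read for both dyes.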
JMJD2A Tudor inh: blocks the human JMJD2A Tudor domain; O75164; AlphaScreen JMJD2A-Tudor / H3K4me3 peptide binding; Potency, µM (top dose mostly 114 µM), for the others: at the highest dose activity change, negative = inhibition, most hits filed as inhibitors; 390,000 tested, 4.4% active; AID 504339; further: potency means the concentration at half of the fitted maximal effect; on the % scale 0 is the no-effect control and ±100 the full control effect; nearly all actives have a fitted effect of over 50% in size
RGS4 inhibitor: human RGS4 inhibition; Transcreener GDP fluorescence polarization, RGS4-accelerated GTP hydrolysis; Potency, µM (top dose mostly 114 µM), without a hit: at the top dose activity change, negative = inhibition, usual class: inhibitors; 390,000 tested, 0.039% active; AID 504845; further: potency means the concentration at half of the fitted maximal effect; on the % scale 0 is the no-effect control and ±100 the full control effect; nearly all actives have a fitted effect of over 75% in size; some results filed as inactive show a strong effect at the top dose
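MLSMR compounds (23 nl, pin-transferred) preincubated 10 min at room temperature with a 500nM (2x) first reagent, then RGS4 at 900nM (2x) plus Transcreener GDP mix added; fluorescence polarization (620/688 nm) read before and after 90 min at 30 °C.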
HP1b chromo inh: HP1-beta chromodomain-methylated histone interaction inhibition. P83916. AlphaScreen HP1-beta / biotin-H3K9me3 peptide binding. Potency, µM (highest dose often 114 µM), inactives show top-dose activity change, negative = inhibition, hits mostly inhibitors. 390,000 tested, 0.56% active; further: potency means the concentration at half of the fitted maximal effect; nearly all actives have a fitted effect of over 70% in size; inactives centre near 23
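AlphaScreen: HP1-beta (50 nM) preformed 30 min with biotin-H3(1-18)K9me3 peptide (50 nM) in PBS pH 7.4, 0.01% Tween-20. Compound added for 30 min at RT, then streptavidin donor/nickel chelate acceptor beads (10 ug/mL) for 30 min.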
12-LOX inh: blocks human arachidonate 12S-lipoxygenase; purified 12hLO, xylenol orange hydroperoxide absorbance; Potency, µM (doses to about 108 µM), for inactives: at the highest dose activity change, negative = inhibition, actives largely listed as inhibitors; AID 1671190; P18054; 580,000 tested, 1.1% active; further: potency means the concentration at half of the fitted maximal effect; on the % scale 0 is the no-effect control and ±100 the full control effect
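Hydroperoxide product was detected by ferrous iron/xylenol orange as the 573 to 405 nm absorbance ratio. Arachidonic acid at 40 uM (final) was turned over for 30 min at room temperature by 150 nM human 12hLO, pH 7.0 Hepes buffer, after 15 min compound preincubation.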
PI4K2A block: inhibitors of human PI4K2A; Q9BTU6; purified PI4K2A, ADP-Glo luminescence, 1 h; stronger effect = lower value; activity change, negative = inhibition, % at 76.9 µM; 420,000 tested, 0.13% active; AID 1346378; in the data active means activity change below about -50%; inconclusive means mostly about -30% to -49%;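 further: -100% = wells without enzyme as full effect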
Target sequence (Q9BTU6 whole entry, looked up): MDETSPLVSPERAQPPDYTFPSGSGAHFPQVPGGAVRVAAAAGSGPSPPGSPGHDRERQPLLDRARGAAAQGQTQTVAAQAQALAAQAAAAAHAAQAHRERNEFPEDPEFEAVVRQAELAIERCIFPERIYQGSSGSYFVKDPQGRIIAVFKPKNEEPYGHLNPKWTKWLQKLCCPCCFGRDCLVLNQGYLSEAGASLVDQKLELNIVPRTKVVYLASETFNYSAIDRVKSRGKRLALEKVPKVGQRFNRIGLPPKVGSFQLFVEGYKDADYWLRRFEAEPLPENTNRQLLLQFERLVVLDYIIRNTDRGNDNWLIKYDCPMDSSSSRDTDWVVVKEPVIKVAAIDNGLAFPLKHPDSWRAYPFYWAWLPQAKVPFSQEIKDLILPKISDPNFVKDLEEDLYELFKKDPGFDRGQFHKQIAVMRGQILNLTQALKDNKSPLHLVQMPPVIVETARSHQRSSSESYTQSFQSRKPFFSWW
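Compounds are screened against recombinant PI4K2A using PI as substrate and ATP, the latter dispensed at 300 microM. Reactions run one hour at ambient temperature before ADP-Glo detection; full inhibition defined by wells lacking enzyme.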
G9a inh: G9a (human) methyltransferase inhibition; Potency, µM (titrated, usually from 102 µM), without a hit: at the highest dose activity, negative = inhibition, usual class: inhibitors; G9a H3K9 monomethylation, AlphaScreen, 2 h; AID 504332; 350,000 tested, 8.8% active; Q96KQ7; further: potency means the concentration at half of the fitted maximal effect; on the % scale 0 is the no-effect control and ±100 the full control effect; nearly all actives have a fitted effect of over 75% in size
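AlphaScreen read-out: biotin-H3K9 peptide (500 nM) methylation by 20 nM enzyme with 20 uM SAM, 2 h at room temperature after 15 min compound preincubation; anti-monomethyl H3K9 antibody plus donor/acceptor beads, 10 min dark.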
GLS inh: blocks human kidney-isoform glutaminase activity | AID 624170 | 410,000 tested, 0.21% active | O94925 | GLS enzymatic activity, qHTS titration | Potency, µM (doses to about 45.5 µM), without a hit: at the highest dose activity change, negative = inhibition, actives largely listed as inhibitors; further: potency means the concentration at half of the fitted maximal effect; on the % scale 0 is the no-effect control and ±100 the full control effect
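Assay buffer: 45 mM KH2PO4 pH 8.2, 0.02% Tween-20. hKGA acts on L-glutamine (1 mM solution added); product glutamate is reported by an oxidase/peroxidase Amplex Red coupling, with fluorescence taken at baseline and 30 min.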
BAZ2B inh: BAZ2B (human) inhibition. AlphaScreen BAZ2B-H3K14Ac peptide displacement. Potency, µM (series often up to 114 µM), for the others: at the top dose activity change, negative = inhibition, actives largely listed as inhibitors. 360,000 tested, 4.4% active. AID 504333; further: potency means the concentration at half of the fitted maximal effect; on the % scale 0 is the no-effect control and ±100 the full control effect; nearly all actives have a fitted effect of over 60% in size
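BAZ2B 50 nM plus b-H3(5-23)K14Ac 50 nM, PBS pH 7.4/0.01% Tween-20, 30 min RT; compound added (max 110 uM), 30 min RT; streptavidin donor/Ni-chelate acceptor beads 10 ug/mL final, 20 min dark; AlphaScreen read.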
* = called active by the depositor; ? = inconclusive; . = no result given; [ ] = remark or other dose. Unless noted, the call rests on the fitted dose curve; in most records, active means well fitted curve in the direction sought with a large enough effect; inconclusive means small, poorly fitted or top-dose-only effect, or another doubt; inactive means no such curve, though single readings can be large; an effect the other way counts as inactive or inconclusive. Not all compounds are listed (hit frequency here may not be typical).

ERG Ets-DNA blk,JMJD2A Tudor inh,RGS4 inhibitor,HP1b chromo inh,structure,12-LOX inh,PI4K2A block,G9a inh,GLS inh,BAZ2B inh
2%,-12%,-30%,38%,CCOC(=O)c1sc(NNC(=O)c2ccc(C)cc2)nc1C,20%,-2,?,1.3µM*,-3%
13%,-28%,-7%,-7%,CC(=O)c1ccc(NC(=O)CN2C(=O)/C(=C/C(C)=C/c3ccccc3)SC2=S)cc1,-13%,-4,-3%[59 µM],1%,-12%
-4%,-22%[57.1 µM],3%,30%,COc1ccc(C(=O)Nc2ccc(C)cc2C(=O)c2ccccc2)c(OC)c1,?,-1,-11%[59 µM],8%,-36%
-3%,-11%,-30%,9%,Cc1c(N2C(=O)c3cccc4cccc(c34)C2=O)c(=O)n(-c2ccccc2)n1C,0%,2,7%[59 µM],0%,-19%
-3%,-30%,-13%,27%,CCCn1c(C2CCCN2c2nc(-c3ccc(C)cc3)cs2)nc2cc(Cl)c(N3CCCCC3)cc21 (stereo unspecified),2%,-1,7%,5%,-7%[57.1 µM]
-16%,-5%,-12%,28%,CCCC(NC(=O)CCc1c(C)c2cc3c(-c4ccccc4)coc3cc2oc1=O)C(=O)O (stereo unspecified),-11%,-2,-2%,26%,1%
2%,-12%,30%,21%,COc1ccc(CNC2C[C@H]3CCCC(=O)N4CC[C@@H](C2)[C@@H]34)cc1 (stereo partly specified),-12%,2,37%,3%,.
-8%,-17%,3%,10%,CC(C)c1ccc(NC(=O)[C@@H](NC(=O)N2CC(=O)Nc3ccccc32)C(C)C)cc1,55%[activator],3,8%,0%,-25%
0%,-12%[11.4 µM],3%[11.4 µM],50%[activator],CCc1ccc(-c2nc(CS(=O)CC(=O)O)c(C)o2)cc1 (stereo unspecified),?,-6,.,16%,-15%
-2%,?,-20%,-21%,CC(Oc1cccc(Cl)c1)C(=O)Nc1ccc([N+](=O)[O-])cn1 (stereo unspecified),-17%,-7,10%[59 µM],2%,?

An excerpt from above with just RGS4 inhibitor and 12-LOX inh.
canonical_smiles,RGS4 inhibitor,12-LOX inh
CC(C)c1ccc(NC(=O)[C@@H](NC(=O)N2CC(=O)Nc3ccccc32)C(C)C)cc1,3%,55%[activator]
CCCC(NC(=O)CCc1c(C)c2cc3c(-c4ccccc4)coc3cc2oc1=O)C(=O)O (stereo unspecified),-12%,-11%
Cc1c(N2C(=O)c3cccc4cccc(c34)C2=O)c(=O)n(-c2ccccc2)n1C,-30%,0%
CCc1ccc(-c2nc(CS(=O)CC(=O)O)c(C)o2)cc1 (stereo unspecified),3%[11.4 µM],?

Random excerpt: five records from the list
ERG Ets-DNA blk,JMJD2A Tudor inh,RGS4 inhibitor,HP1b chromo inh,structure,12-LOX inh,PI4K2A block,G9a inh,GLS inh,BAZ2B inh
2%,-12%,-30%,38%,CCOC(=O)c1sc(NNC(=O)c2ccc(C)cc2)nc1C,20%,-2,?,1.3µM*,-3%
-3%,-11%,-30%,9%,Cc1c(N2C(=O)c3cccc4cccc(c34)C2=O)c(=O)n(-c2ccccc2)n1C,0%,2,7%[59 µM],0%,-19%
-8%,-17%,3%,10%,CC(C)c1ccc(NC(=O)[C@@H](NC(=O)N2CC(=O)Nc3ccccc32)C(C)C)cc1,55%[activator],3,8%,0%,-25%
-3%,-30%,-13%,27%,CCCn1c(C2CCCN2c2nc(-c3ccc(C)cc3)cs2)nc2cc(Cl)c(N3CCCCC3)cc21 (stereo unspecified),2%,-1,7%,5%,-7%[57.1 µM]
0%,-12%[11.4 µM],3%[11.4 µM],50%[activator],CCc1ccc(-c2nc(CS(=O)CC(=O)O)c(C)o2)cc1 (stereo unspecified),?,-6,.,16%,-15%

Next part
ERG Ets-DNA blk,JMJD2A Tudor inh,RGS4 inhibitor,HP1b chromo inh,structure,12-LOX inh,PI4K2A block,G9a inh,GLS inh,BAZ2B inh
12%,8%,-27%,33%,COc1ccc(Cl)cc1CN1CCOCC1,?,-3,-32%,-9%,-15%
2%,-1%,2%,9%,COc1ccc(/C(N)=N/OC(=O)c2ccc(Br)o2)cc1,-4%,-2,11%,0%,-2%
?,-23%,-2%,29%,C=CCNC(=O)c1onc(CSc2ccccc2)c1C(=O)O,-26%,-1,9%[0.0925 µM],5%,?
-2%,-5%,-25%,36%,CCn1nnc2cc(C(=O)Nc3ccc(Br)cc3F)ccc21,-12%,2,3%[59 µM],-3%,-1%
-2%,-1%,7%,39%[activator],O=C(NCc1ccccc1)Nc1cccc2ccccc12,38%[activator],0,7%,7%,-5%
0%,-26%,-37%,?,CC(C)Oc1ccc(C(=O)NC2=NCCS2)cc1,195%[activator],1,3.5µM*,?,-28%
-6%,-6%,1%,33%,C=CCc1cccc2cc(C(=O)N(CC)CC)c(=O)oc12,?,1,49%[12.7 µM],0%,0%
8%,14%,-1%,27%,Cc1ccc(C)c(NC(=O)CN2C(=O)CNC2=O)c1,-20%,4,?,12%,?
6%,-2%,18%,19%,Cc1ccc(S(=O)(=O)NC2CCCCC2)c(C)c1NS(C)(=O)=O,1%,-2,-2%,7%,-12%
20%,-11%,?,46%[activator],COc1ccc(/C=C2\C(=O)ON=C2c2ccccc2)cc1OC,7.1µM*,-2,?,19%,2%
14%,-18%,21%,19%,COC(=O)C1CCN(C(=O)C2CCN(C(=O)[C@H](C)NS(=O)(=O)c3ccc(C)cc3)CC2)CC1,20%,-1,12%,5%,-25%
-5%,5%[57.1 µM],-35%,45%[activator],CC(C)CN(C(=O)COC(=O)c1ccccc1SCC(=O)NC1CCCCCC1)C1CCS(=O)(=O)C1 (stereo unspecified),-1%,2,9%[59 µM],-4%,-3%
6%,-10%,0%,12%,Cc1ccc(NC(=O)CCl)c(C)c1,12%,-3,?,8%,29%
-4%,-8%,8%,17%,CN(CC(=O)Nc1ccc(F)cc1)C(=O)COC(=O)Cc1cccs1,?,5,11%[2.33 µM],7%,14%
-6%,-20%,-44%,47%[activator],COc1cc(C(=O)/C=C/c2cccnc2)c([N+](=O)[O-])cc1OC,-6%,-7,20%[2.33 µM],-3%,6%
-6%,11%,1%,30%,CC(C)CN(CCCNC(=O)CN1C(=O)COc2ccc(S(=O)(=O)N3CCOCC3)cc21)CC(C)C,-1%,5,?,39%[activator],-14%
-9%,1%,-9%,33%,O=C(COC(=O)Cc1cccs1)Nc1ccccc1Cl,12%,0,15%,-7%,0%
-1%,-15%,-27%,-18%,CC1CCN(S(=O)(=O)c2ccc(N/N=C(/C#N)C(N)=O)cc2)CC1,0%,0,6%[2.33 µM],-6%,-30%
-7%,-7%,-12%,34%,CC(=O)N1CCN(C(=O)COC(=O)CNC(=O)c2ccccc2C)CC1,-29%,-6,-23%,-11%,-20%
-3%,-17%,1%,38%,Cc1ccc(C)c(S(=O)(=O)N2CCN(CC(=O)Nc3ccc4c(c3)CCC4)CC2)c1,-15%,-3,12%,0%,-30%
-5%,-26%,7%,40%[activator],O=C1C2CSCN2C(=O)CN1CCCN1CCN(C(c2ccccc2)c2ccccc2)CC1 (stereo unspecified),-4%,0,-34%[59 µM],4%,-11%
0%,-23%,4%,-7%,Oc1ccc2[nH]ccc2c1,22%,-4,2%[59 µM],11%,10%
1%,-14%,-5%,19%,O=C(Cc1ccccc1)Nc1cccnc1,-3%,1,-2%,4%,1%
1%,?,-10%,-20%,CCc1cccc(CC)c1NC(=O)c1cc(S(=O)(=O)N2CCc3ccccc32)cn1C,-13%,-4,?,-14%,?
-8%,-5%,10%,14%,O=c1c(=O)n2c(nn1Cc1ccc(F)cc1)sc1ccccc12,39%[activator],2,31%[59 µM],-1%,2%
3%,25µM*,?,-96%,CCOc1cc(/C=C2\C(=O)N(Cc3ccc(C)cc3)C(C)=C2C(=O)OC)ccc1O,-28%,-13,8.9µM*,-2%,?
2%,8%,0%,17%,O=C(O)/C=C/c1ccccc1[N+](=O)[O-],46%,-4,-5%,-3%,2%
10%,-18%,-16%,14%,CN(C)C(=O)c1ccc(NC(=O)COc2cccc3c2OC(C)(C)C3)cc1,3%,-6,-15%,4%,-2%
8%,-9%,-36%[56.9 µM],73%[activator],Cc1cc(-c2ccc(S(=O)(=O)N(C)Cc3ccccc3)cc2)on1,4%,-1,4%,-4%,-13%[57.1 µM]
-3%,-14%,12%,7%,CC(=O)NS(=O)(=O)c1ccc(NC(=S)NC(=O)CC(C)C)cc1,-11%,0,3%,26%,4%
6%,-8%,-14%,13%,Cc1ccc(NC(=O)CSc2nnc(-c3ccccn3)n2N)cc1F,143%[activator],-2,-1%,1%,-19%
3%,-3%,15%,4%,COc1cc(/C=N/n2nnnc2N)ccc1OC(C)C,8%,1,18%,7%,-2%
-19%,-5%,-17%,29%,CC(C)N1CCC(N2CCN(CCCc3ccccc3)CC2CCO)CC1 (stereo unspecified),-8%,0,-8%,-4%,-29%
-3%,-16%,30%,32%,COCCN1C(=O)C(=O)/C(=C(/O)c2ccc(S(=O)(=O)N3CCOCC3)cc2)C1c1cccc(Cl)c1 (stereo unspecified),-7%,0,4%,8%,-15%

Compound activity as filed in PubChem BioAssay.
